Source: PubChem
Platelet DG rel: inhibitors of platelet dense granule secretion, primary screen, cell-based, MLPCN, human platelets; human platelet-rich plasma, SFLLRN dense granule ATP release, luminescence; inhibition, %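 (compounds screened at 7.5 µM in platelet-rich plasma)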; actives 0.22% (n = 300,000); AID 1663, 2009;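 active means mean replicate score, as percent of positive control, at or above 50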
PolyA inhibitor: polyadenylation inhibitors in yeast reporter cells, primary screen, luminescence, S. cerevisiae. S. cerevisiae SKY197-pL101 polyadenylation reporter, beta-gal luminescence; efflux-impaired pdr1/pdr3 knockout yeast; score 100 = 6 SD above DMSO. calls only at 12 µM. actives 0.02% (n = 300,000);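 active means lowest replicate activity score at least 50, where 100 means six control SD above control mean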;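 further: yeast exposed to compound for 9 h at 30 °C; higher score means more reporter readthrough which indicates perturbed polyadenylation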
TRPC4 PAM: positive allosteric modulators of TRPC4, primary screen, cell-based, mouse TRPC4beta, HEK293 mu-opioid, Fluo-4 calcium. Short transient receptor potential channel 4 (Mus musculus), Q9QUQ5. DAMGO EC20, Fluo-4 Ca2+ flux; stronger effect = higher value. B-score at 10 µM. actives 0.42% (n = 310,000);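 active means B-score of calcium response area above 5 SD of library B-scores, with initial fluorescence ratio within 5 SD of library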;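 further: B-score of integrated fluorescence ratio over time as area under calcium response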
TRPC4 act: activators of mouse TRPC4 channel, primary screen, Fluo4 calcium, HEK293 TRPC4beta/mu-opioid cells | B-score at 10 µM | actives 0.49% (n = 310,000) | Fluo4 calcium fluorescence; stronger effect = higher value | AID 2237, 2010;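 active means B-score above 5 SD of library B-scores, and initial fluorescence ratio not above library mean plus 5 SD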;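 further: positive B-score marks a calcium rise read as TRPC4 activation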
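System: HEK293 cells stably co-expressing mouse TRPC4beta and mu-opioid receptor; Schedule: Fluo4 dye loading 45 min at room temperature, 110 s recording; Detection: Fluo4 fluorescence, kinetic; Evaluation: B-scored integrated calcium fluorescence ratio; Controls: buffer (low) and maximal DAMGO (high).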
KCNQ1 act: potentiators or activators of KCNQ1 channel, primary screen, cell-based, thallium flux, high-throughput; CHO-K1 KCNQ1, thallium flux FluxOR fluorescence; stronger effect = higher value; B-score at 10 µM; AID 2648, 2010; actives 0.35% (n = 310,000);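 active means fluorescence ratio B-score, a plate-corrected score, at least three library SD, with initial intensity B-score within 5 SD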
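Material: CHO-K1 cells stably expressing KCNQ1. Medium: assay buffer for compound exposure, DMSO matched across wells. Reagent: K+/Tl+ depolarizing stimulus. Compound dosing: single-concentration screen. Times: 37 °C overnight plating, 90-min dark dye load, 20-min compound pretreatment. Technique: FluxOR Tl+ flux fluorescence.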
DYRK1A inh: rat Dyrk1A kinase inhibitors, primary screen, biochemical, single point, plate reader. AID 504441, 2011. Dual specificity tyrosine-phosphorylation-regulated kinase 1A (Rattus norvegicus), Q63470. ADP-Glo luminescence, NFATc1 peptide. inhibition, % at 12.5 µM. actives 0.43% (n = 310,000); in the data active means inhibition above about 50%;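 further: plate controls were vehicle with enzyme for no effect and no enzyme for full effect; many of its hits are not listed in these tables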
KCNK3 inh: human KCNK3 channel inhibitors, primary screen, CHO cells, FluxOR thallium flux, B-score; B-score at 10 µM; actives 0.84% (n = 340,000); FluxOR fluorescence; stronger effect = lower value; Potassium channel subfamily K member 3 (Homo sapiens), O14649; AID 602410, 2012;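 active means B-score under library mean minus 4 SD, starting fluorescence ratio at most library mean plus 5 SD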;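 further: more negative B-score means stronger inhibition of thallium flux through KCNK3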
hERG protect: hERG rescue from dofetilide block, primary screen, cell-based, CHO-hERG, FluxOR thallium flux, dofetilide IC70 | Voltage-gated inwardly rectifying potassium channel KCNH2 (Homo sapiens), Q12809 | dofetilide IC70 present | activation (rescue from dofetilide block), less the hit threshold, % at 10 µM | actives 0.51% (n = 310,000) | AID 1511, 2009;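 active means activation above the mean of controls blocked by dofetilide plus 5 SD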;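 further: thallium influx through hERG after potassium depolarization seen as dye fluorescence rise; in these data hits start at about 4.7%; inactives centre near -7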
Target sequence (Q12809 whole entry, looked up): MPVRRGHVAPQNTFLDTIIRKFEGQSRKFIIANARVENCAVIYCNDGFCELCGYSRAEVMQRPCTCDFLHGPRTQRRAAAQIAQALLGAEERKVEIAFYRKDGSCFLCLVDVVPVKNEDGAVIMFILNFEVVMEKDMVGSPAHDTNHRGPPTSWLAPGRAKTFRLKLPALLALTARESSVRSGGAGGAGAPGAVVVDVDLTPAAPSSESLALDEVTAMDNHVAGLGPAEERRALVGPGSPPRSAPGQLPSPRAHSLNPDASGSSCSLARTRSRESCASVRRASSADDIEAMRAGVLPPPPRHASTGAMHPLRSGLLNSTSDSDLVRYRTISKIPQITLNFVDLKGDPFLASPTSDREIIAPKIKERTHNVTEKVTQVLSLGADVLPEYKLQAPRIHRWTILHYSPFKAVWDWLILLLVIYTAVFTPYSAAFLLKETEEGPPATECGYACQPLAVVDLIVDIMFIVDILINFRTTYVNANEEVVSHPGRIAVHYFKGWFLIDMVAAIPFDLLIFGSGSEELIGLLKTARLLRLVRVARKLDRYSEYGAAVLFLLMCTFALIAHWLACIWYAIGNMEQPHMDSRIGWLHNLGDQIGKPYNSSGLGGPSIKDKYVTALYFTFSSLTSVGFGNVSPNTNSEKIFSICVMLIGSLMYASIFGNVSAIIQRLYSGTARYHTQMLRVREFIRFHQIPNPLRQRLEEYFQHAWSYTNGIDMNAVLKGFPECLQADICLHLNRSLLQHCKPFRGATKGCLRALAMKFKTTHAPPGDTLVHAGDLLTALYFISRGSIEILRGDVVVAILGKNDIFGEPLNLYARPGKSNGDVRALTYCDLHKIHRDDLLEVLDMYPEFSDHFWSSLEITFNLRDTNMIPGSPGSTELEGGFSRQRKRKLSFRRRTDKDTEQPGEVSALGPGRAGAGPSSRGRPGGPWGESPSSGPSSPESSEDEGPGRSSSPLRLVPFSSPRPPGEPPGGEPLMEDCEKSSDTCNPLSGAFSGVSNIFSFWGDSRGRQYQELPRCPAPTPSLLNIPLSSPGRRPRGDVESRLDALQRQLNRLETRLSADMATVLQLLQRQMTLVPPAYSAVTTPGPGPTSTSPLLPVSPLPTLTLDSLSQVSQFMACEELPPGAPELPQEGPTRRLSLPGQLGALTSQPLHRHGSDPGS
TRPC4 inh: inhibitors of mouse TRPC4 channel, primary screen, Fluo4 calcium, HEK293 TRPC4beta/mu-opioid cells. Short transient receptor potential channel 4 (Mus musculus), Q9QUQ5. DAMGO-evoked Fluo4 calcium flux; stronger effect = lower value. B-score at 10 µM. actives 0.39% (n = 300,000). AID 2247, 2010;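 active means B-score over 3 SD under the library average, no early fluorescence shift, positive overall ratio signal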
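test system = HEK293 cells with stable TRPC4beta plus mu-opioid receptor expression | detection = Fluo4 Ca2+ flux fluorescence | read-out = integrated fluorescence ratio relative to baseline, converted to per-well B score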
KCNQ1 block: inhibitors of human KCNQ1 channel, primary screen, cell-based, thallium flux, high-throughput. Potassium voltage-gated channel subfamily KQT member 1 (Homo sapiens), P51787. CHO-K1 KCNQ1, FluxOR thallium flux fluorescence; stronger effect = higher value. B-score at 10 µM. actives 1.3% (n = 310,000). AID 2642, 2010;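 active means compounds whose thallium flux B-score, printed positive for inhibition, exceeds three library SD while starting fluorescence stays within three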;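 further: channel opened by potassium depolarization with thallium stimulus after 20 min compound exposure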
KCNK9 block: KCNK9 potassium channel inhibitors, primary screen, HEK293 cells, thallium flux; actives 1.2% (n = 310,000); AID 488922, 2010; B-score at 10 µM; Potassium channel subfamily K member 9 (Homo sapiens), Q9NPC2; FluxOR thallium flux fluorescence; stronger effect = lower value;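 active means ratio B-score over 3 SD below the library mean, with starting fluorescence within 5 SD of its mean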;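 further: negative B-score means less thallium flux so channel inhibition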
Numbers without * were called inactive; i = inactive; · = not tested or not shown. Only part of the results is shown; the hit share may differ from the screen's.

SMILES	Platelet DG rel	PolyA inhibitor	TRPC4 PAM	TRPC4 act	KCNQ1 act	DYRK1A inh	KCNK3 inh	hERG protect	TRPC4 inh	KCNQ1 block	KCNK9 block
Nc1nc(SCc2ccc(Cl)cc2Cl)nc2nc3c(cc12)CCCC3	-8	i	i	i	i	-4	i	-7	i	i	i
Cc1ccc2c(COC(=O)c3n[nH]c4ccccc34)cc(=O)oc2c1	-10	i	i	i	i	4	i	-14	i	i	i
CCOC(=O)C(C)Sc1nnc(CSc2nc3nc(C)cc(C)n3n2)o1 (centres undefined)	-1	i	i	i	i	-1	i	-3	i	i	i
COc1ccccc1N1C(=O)S/C(=C\c2cccs2)C1=O	-3	i	i	i	i	7	i	-10	i	i	i
Nc1cc(=O)[nH]c(SCC(=O)Nc2ccc(S(=O)(=O)N3CCOCC3)cc2)n1	15	i	i	i	i	6	i	-8	i	i	i
Cc1ccc(S(=O)(=O)N2CCCOC2CNC(=O)C(=O)NCc2ccc3c(c2)OCO3)cc1 (centres undefined)	11	i	i	i	i	-6	i	-14	i	i	i
Cc1cc(/C=N/NC(=O)c2cccnc2)c(C)n1CC(C)C	-3	i	i	i	i	8	i	-6	i	i	i
Cc1nc(C(Cl)(Cl)Cl)nc2[nH]ccc(=O)c12	0	i	i	i	i	4	i	-14	i	i	i
COc1ccc(NC(=O)C(CC(=O)O)Cc2ccc(C)cc2)cc1 (centres undefined)	-4	i	i	i	i	2	i	-4	i	i	i
COc1ccc(/C=N/NC(=O)c2ccc(N(C)S(=O)(=O)c3ccccc3)cc2)cc1	14	i	i	i	i	3	i	-6	i	i	i
COc1ccc(NC(=S)N2CCC(N(C)CCN3CCOCC3)CC2)cc1Cl	0	i	i	i	i	0	i	-5	i	i	i
COc1ccc(CC(=O)NCCS(=O)(=O)N2CCN(c3ccccc3)CC2)cc1	0	i	i	i	i	·	i	-6	i	i	i
CC1(C)C2CCC1(C)C(OCCNCCOC(=O)Nc1ccccc1)C2 (centres undefined)	2	i	i	i	i	-3	i	-12	i	i	i
Cc1ccc(C(=O)N2CCCC(CCC(=O)NCc3ccc(F)c(F)c3)C2)cn1 (centres undefined)	-2	i	i	i	i	2	i	-10	i	i	i
CCCC1CC(CSc2ncn[nH]2)OC1=O (centres undefined)	-10	i	i	i	i	0	i	-8	i	i	i
COCCNC(=O)c1cc(Br)ccc1Cl	-1	·	i	i	i	-5	i	-9	i	i	i
CC(C)C(=O)NC(=S)Nc1ccc(S(=O)(=O)Nc2ccccc2)cc1	-7	i	i	i	i	2	i	-7	i	i	i
O=C(N/N=C/c1ccc(OCCCF)cc1)c1cc(OCC(F)(F)F)ccc1OCC(F)(F)F	7	i	i	i	i	-6	i	-1	i	i	i
COc1ccc(OC)c(/C=N/NC(=O)c2cc3c(OC)cccc3[nH]2)c1	2	i	i	i	i	·	i	-24	i	i	i
CCn1c(CCNC(=O)c2ccc(Cl)cc2)n[nH]c1=S	0	i	i	i	i	-1	i	-3	i	i	i
COc1ccc(OC)c(C(=O)COC(=O)c2cc(C)oc2C)c1	11	i	i	i	i	·	-10*	-14	i	i	i
CC1(C)CN(c2ccc(Br)cc2Br)C1=O	-1	i	i	i	i	-7	i	-6	i	i	i
CC(C)(C)NCC(=O)c1c[nH]c2ccccc12	-5	i	i	i	i	0	i	3	i	i	i
Cc1cc(C)n(-c2ncnc3c2oc2ccccc23)n1	0	i	i	i	i	20	i	-8	i	i	i
O=C(/C=C/c1ccc(S(=O)(=O)N2CCOCC2)cc1)NC(=S)Nc1ccc(Cl)cc1Cl	-3	i	i	i	i	-2	i	-15	i	i	i
N#Cc1cccc(S(=O)(=O)Nc2c(NC3CCCCC3)c3ccccc3oc2=O)c1	2	i	i	i	i	10	i	-4	i	i	i
Nn1c(SCC(=O)Nc2ccc(F)cc2)nnc1-c1ccccn1	5	i	i	i	i	-1	i	-10	i	i	i
CC(=O)Nc1ccc(N=Nc2c(C)[nH]n(C(N)=S)c2=O)cc1	-9	i	i	i	i	0	i	-12	i	i	i
Cc1occc1-c1nnc(SCc2nc3ccccc3c(=O)n2CC#N)n1C	0	i	i	i	i	6	i	-1	i	i	i
Cc1cc(O)c(C(C)C)cc1N=Nc1ccccc1C(=O)O	4	i	i	i	i	27	i	-9	i	i	i
O=C(N/N=C/c1c(Cl)cccc1Cl)c1cccc(F)c1	2	i	i	i	i	-3	i	-7	·	i	i
COc1ccc(C=O)cc1OC(=O)N1CCOCC1	-5	i	i	i	i	-2	i	0	i	i	i
CC(=O)N1CCC(N(CCN2CCOCC2)C(=S)Nc2cc(C)cc(C)c2)CC1	1	i	i	i	i	-3	i	-15	i	i	i
CCCc1ccc2oc(C(=O)N3CCC[C@H]3CO)c(C)c2c1	5	i	i	i	i	-1	i	-6	i	i	i
C=C(C)C1Cc2nc(N)nc(C)c2C1 (centres undefined)	0	i	i	i	i	0	i	-9	i	i	i
COc1ccc(CCNc2nc3ccccc3n3cnnc23)cc1OC	-21	i	i	i	i	4	i	-4	i	i	i
CSc1ncccc1C(=O)OCC(=O)NC(N)=O	-10	i	i	i	i	3	i	-3	i	i	i
NC(=O)CSc1nc(N)c2c3c(sc2n1)CCCCC3	-4	i	i	i	i	-2	i	-11	i	i	i
C/C(=N\Nc1ccc(C(=O)O)cc1)c1ccc(-n2ccnc2)cc1	2	i	i	i	i	2	i	-15	i	i	i
COc1cccc(OC)c1CNC(=O)CCSCc1ccccc1F	22	i	i	i	i	1	i	-8	i	i	i

Compounds above that have bromine (2):
SMILES	Platelet DG rel	PolyA inhibitor	TRPC4 PAM	TRPC4 act	KCNQ1 act	DYRK1A inh	KCNK3 inh	hERG protect	TRPC4 inh	KCNQ1 block	KCNK9 block
COCCNC(=O)c1cc(Br)ccc1Cl	-1	·	i	i	i	-5	i	-9	i	i	i
CC1(C)CN(c2ccc(Br)cc2Br)C1=O	-1	i	i	i	i	-7	i	-6	i	i	i

Going on with the list.
SMILES	Platelet DG rel	PolyA inhibitor	TRPC4 PAM	TRPC4 act	KCNQ1 act	DYRK1A inh	KCNK3 inh	hERG protect	TRPC4 inh	KCNQ1 block	KCNK9 block
O=S(=O)(Cc1ccccc1)N1CCN(Cc2ccc3c(c2)OCO3)CC1	5	i	i	i	i	-3	i	-7	i	i	i
CCNc1nc(Cl)nc(NCc2ccccc2)n1	0	i	i	i	i	1	i	-11	i	i	i
Clc1ccc(-c2csc(N3CCOCC3)n2)cc1	-1	i	i	i	i	-2	i	-9	i	i	i
COc1ccc(C(c2nnnn2Cc2ccccc2)N2CCN(C(=O)c3ccco3)CC2)cc1OC (centres undefined)	-1	i	i	i	i	0	i	-5	i	i	i
CCOC(=O)[C@@H]1[C@H]2COc3ccc(Br)cc3[C@@H]2N2C(=O)N(c3ccc(Cl)cc3)C(=O)[C@]12C	-2	i	i	i	i	14	i	-7	i	i	i
CN(c1ccccc1)S(=O)(=O)c1cccc(NC(=O)c2ccncc2)c1	6	i	i	i	i	·	i	-24	i	i	i
CCOC(=O)C1CCCN(C(=O)CCNS(=O)(=O)c2ccc3c(c2)CCC(=O)N3)C1 (centres undefined)	-5	i	i	i	i	2	i	-6	i	i	i
CCOc1ccc(NC(=O)CN2C(=O)COc3ccccc32)cc1	4	i	i	i	i	0	i	-7	i	i	i
COc1ccc(N2C(=O)/C(=C\c3ccco3)N=C2SCC(N)=O)cc1Cl	3	i	i	i	i	0	i	-8	i	i	i
COc1ccccc1N1CCN(C(=S)NC(=O)/C=C/c2ccccc2)CC1	-2	i	i	i	i	-7	i	-5	i	i	i
CC1=Nc2ccccc2/C1=C\c1nc(-c2ccccc2)oc1O	-9	i	i	i	i	-3	i	-16	i	i	i
COCCN(C(=O)c1csnn1)C(C(=O)NC1CCCCC1)c1sccc1C (centres undefined)	10	i	i	i	i	-5	i	-4	i	i	i
COc1cc(C(=O)Nc2ccc(N3CCN(C(=O)c4ccc(C)cc4)CC3)cc2)cc(OC)c1OC	2	i	i	i	i	-3	i	-7	i	i	i
COc1ccc(C(=O)NC2CCCc3ccccc32)cc1S(=O)(=O)N1CCOCC1 (centres undefined)	-2	i	i	i	i	·	i	-7	i	i	i
O=C1CCC(C(=O)N2CCCC2)CN1Cc1cccc(C(F)(F)F)c1 (centres undefined)	-3	i	i	i	i	-6	i	-8	i	i	i
CCOC(=O)COn1c(=O)c[n+]([O-])c2ccccc21	2	i	i	i	i	-6	i	-5	i	i	i
Cc1ccc(-c2nc3c(c(SCC(=O)N4CCOCC4)n2)COC(C)(C)C3)cc1	2	i	i	i	i	-3	i	-7	i	i	i
NS(=O)(=O)c1ccc(O)c(NC(=O)c2ccc([N+](=O)[O-])o2)c1	2	i	i	i	i	10	i	-8	i	i	i
O=C(NCc1ccccc1Cl)c1ccc(S(=O)(=O)Nc2cccc(C(F)(F)F)c2)cc1	-17	i	i	i	i	-2	i	-4	i	i	i
O=C(COc1ccc(F)cc1)NCCCn1ccnc1	3	i	i	i	i	-2	i	-5	i	i	i
COc1c(Cl)cnn(-c2cccc(C)c2)c1=O	-3	i	i	i	i	7	i	-5	i	i	i
Cc1csc(NC(=O)Cc2nn(C)c(=O)c3ccccc23)n1	-14	i	i	i	i	1	i	-7	i	i	i
CN(CC(=O)Nc1cccc(F)c1)C(=O)CCNC(=O)c1ccc(Br)cc1	-10	i	i	i	i	-3	i	-8	i	i	i
Cc1cccc(N(C(=O)CS(=O)CC(=O)Nc2ccc3c(c2)OCO3)C(C)C(=O)NC2CCCC2)c1C (centres undefined)	1	i	i	i	i	-1	i	-14	i	i	i
